TRHR PAM: qHTS for Small Molecule Agonists and Allosteric Enhancers of Human TRH Receptor: Primary Screen for Enhancers | 360,000 compounds, 0.66% hits | TRHR cells, fluo-8 calcium fluorescence, EC20 TRH enhancement | enhancement, % at 2 µM | Thyrotropin-releasing hormone receptor (Homo sapiens), P34981; in the data active means enhancement above about 30%; further: 0% is about no effect
Target sequence (P34981 whole entry, looked up): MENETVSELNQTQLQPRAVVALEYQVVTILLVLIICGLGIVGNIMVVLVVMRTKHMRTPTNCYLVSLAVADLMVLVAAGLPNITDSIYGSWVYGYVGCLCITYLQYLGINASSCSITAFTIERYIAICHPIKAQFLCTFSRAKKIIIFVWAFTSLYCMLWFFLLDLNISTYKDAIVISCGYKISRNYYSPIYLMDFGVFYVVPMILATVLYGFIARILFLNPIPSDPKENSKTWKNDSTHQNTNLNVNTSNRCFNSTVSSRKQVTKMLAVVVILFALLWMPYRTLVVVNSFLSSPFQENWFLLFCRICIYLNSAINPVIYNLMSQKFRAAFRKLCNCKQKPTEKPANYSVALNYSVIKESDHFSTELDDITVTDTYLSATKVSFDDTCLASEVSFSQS
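Enhancer read-out: after compound pinning and an initial kinetic agonist-mode read, an EC20 of TRH (10 nM final) was injected and fluo-8 calcium signal (Ex 480/Em 530) followed at 1 s/cycle for 100 cycles in TRHR-expressing cells.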
D1 ag: Allosteric Agonists of the Human D1 Dopamine Receptor: qHTS. HEK293 T-REx D1 cells, calcium flux, agonist mode. 360,000 compounds, 1% hits. AID 504660, 2011. D(1A) dopamine receptor (Homo sapiens), P21728. activation, % at 2 µM; in the data active means activation above about 30%; further: 0% is about no effect
Target sequence (P21728 whole entry, looked up): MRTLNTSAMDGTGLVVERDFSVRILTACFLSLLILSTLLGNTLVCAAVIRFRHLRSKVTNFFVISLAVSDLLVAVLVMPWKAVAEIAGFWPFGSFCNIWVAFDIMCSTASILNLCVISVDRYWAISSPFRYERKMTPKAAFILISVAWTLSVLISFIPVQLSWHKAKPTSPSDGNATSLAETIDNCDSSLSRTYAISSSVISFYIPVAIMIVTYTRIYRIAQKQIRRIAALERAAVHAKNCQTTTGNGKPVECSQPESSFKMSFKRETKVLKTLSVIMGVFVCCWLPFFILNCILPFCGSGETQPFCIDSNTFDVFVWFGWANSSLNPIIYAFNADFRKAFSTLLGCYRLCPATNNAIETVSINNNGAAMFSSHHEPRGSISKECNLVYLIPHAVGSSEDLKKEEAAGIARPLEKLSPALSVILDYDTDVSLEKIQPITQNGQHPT
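Tetracycline-induced HEK293 TREx D1 cells, force-coupled to calcium signalling, were dye-loaded with a no-wash calcium kit. Compound was pin-added after a 10 s baseline. Fluorescence was read kinetically at 1 cycle/s for 180 s, with calcium rises flagged as agonism.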
RXFP1 antagonist: qHTS Assay for Antagonists of the Relaxin Receptor RXFP1; Relaxin receptor 1 (Homo sapiens), Q9HBX9; HEK293-RXFP1, relaxin-stimulated cAMP HTRF, 30 min; hits give low values; activity change, negative = inhibition, % at 57.5 µM; 350,000 compounds, 0.59% hits; AID 1259400, 2018;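 active means activity change of -60% or lower, but not beyond a set lower limit; inconclusive means change between -60% and -40%, or beyond the set limit; inactive means change above -40%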; further: on the % scale 0 is the no-effect control and ±100 the full control effect
RXFP1 ag: qHTS Assay for Agonists of the Relaxin Receptor RXFP1 | Relaxin receptor 1 (Homo sapiens), Q9HBX9 | HEK293T-RXFP1 cAMP TR-FRET, 30 min; response scale: percent of porcine relaxin response, buffer zero | Potency, µM (doses to about 57.5 µM), inactives show at the highest dose activation, actives largely listed as activators | 370,000 compounds, 0.3% hits; further: potency means the concentration at half of the fitted maximal effect; on the % scale 0 is the no-effect control and ±100 the full control effect; nearly all actives have a fitted effect of over 60% in size; many of its hits are not listed in these tables
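Agonist response is measured as cAMP accumulation in an RXFP1-transfected HEK293T line under PDE4 inhibition. Values are scaled between buffer-only and 29 nM porcine relaxin, and EC50s come from standard Hill equation fits.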
D1 potentiator: Potentiators of Human D1 Dopamine Receptor: qHTS. D(1A) dopamine receptor (Homo sapiens), P21728. HEK293 TREx D1 cells, calcium flux, dopamine EC20 potentiation. potentiation, % at 10 µM. 360,000 compounds, 0.036% hits. AID 504651, 2011; in the data active means potentiation above about 30%; further: 0% is about no effect
D1 antagonist: Antagonist of Human D 1 Dopamine Receptor: qHTS; D(1A) dopamine receptor (Homo sapiens), P21728; HEK293 TREx D1 cells, calcium flux, dopamine EC80; hits give low values; activity change, negative = inhibition, % at 10 µM; 360,000 compounds, 3.2% hits; AID 504652, 2011; in the data active means activity change below about -30%; further: on the % scale 0 is the no-effect control and ±100 the full control effect
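Cells carrying a force-coupled, tetracycline-inducible human D1 receptor report calcium flux. Each well gets a 10 s baseline, compound with 180 s monitoring, then an EC80 dopamine stimulus with a second 180 s kinetic read.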
Apoferritin bind: qHTS Assay for Identification of Novel General Anesthetics; Ferritin light chain (Equus caballus), P02791; apoferritin/1-aminoanthracene competitive binding, fluorescence; Potency, µM (top dose mostly 77.5 µM), inactives show top-dose activity change, negative = displacement, actives largely listed as inhibitors; AID 485281, 2010; 350,000 compounds, 0.074% hits; further: potency means the concentration at half of the fitted maximal effect; on the % scale 0 is the no-effect control and ±100 the full control effect; nearly all actives have a fitted effect of over 20% in size
Target sequence (P02791 2-175 limits assumed): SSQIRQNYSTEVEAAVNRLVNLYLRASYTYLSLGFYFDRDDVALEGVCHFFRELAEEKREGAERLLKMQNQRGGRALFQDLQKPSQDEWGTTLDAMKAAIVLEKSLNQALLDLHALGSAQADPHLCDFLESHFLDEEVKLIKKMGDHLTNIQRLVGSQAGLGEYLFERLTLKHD
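Apoferritin-based anesthetic binding model; compound displacement of fluorescent 1-AMA measured as endpoint fluorescence after 10 minutes at room temperature, scaled to free-ligand and complex controls.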
D2 PAM: HTS Assay for Positive Allosteric Modulators of the Human D2 Dopamine Receptor: Primary Screen for Potentiators. D(2) dopamine receptor (Homo sapiens), P14416. 340,000 compounds, 0.34% hits. HEK293 T-REx D2, calcium flux, EC20 dopamine potentiation. potentiation, % at 10 µM;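 active means potentiation over 3 SD above the plate norm, cut at about 30% in these data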; further: 0% is about no effect
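Potentiation of an EC20 dopamine calcium response measured kinetically over 180 s, after a preceding 180 s compound-only read flagging agonists. Cells: inducible Hek293 Trex D2 line, 4000/well, cultured overnight at 30 C before dye loading.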
TRHR agonist: qHTS for Small Molecule Agonists and Allosteric Enhancers of Human TRH Receptor: Primary Screen for Agonists; Thyrotropin-releasing hormone receptor (Homo sapiens), P34981; TRHR cells, calcium flux fluo-8, FDSS agonist mode; activation, % at 2 µM; 360,000 compounds, 0.18% hits; in the data active means activation above about 30%; further: 0% is about no effect
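In this calcium-flux screen, cells bearing human TRHR are dye-loaded with fluo-8, baselined for 10 cycles, then exposed to library compounds; positive kinetic calcium responses during the agonist phase mark hits, with TRH as control.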
Starred values were filed as active, the others as inactive; ? = inconclusive; nt = not tested or not shown; [ ] = another dose, or the depositor's remark. Unless noted, the call rests on the fitted dose curve; in most records, active means well fitted curve in the direction sought with a large enough effect; inconclusive means small, poorly fitted or top-dose-only effect, or another doubt; inactive means no such curve, though single readings can be large; an effect the other way counts as inactive or inconclusive.

SMILES	TRHR PAM	D1 ag	RXFP1 antagonist	RXFP1 ag	D1 potentiator	D1 antagonist	Apoferritin bind	D2 PAM	TRHR agonist
Cc1cc2ccccc2n1CCNC(=O)COc1ccccc1	2	3	2	6.0%	-7	-18	-15%	-18	0.6
CC(C)(C)C(=O)COC(=O)C1CC(=O)N(c2ccccc2)C1 (configuration not stated)	-5	2	-2	-0.2%	-4	-9	-5%	-6	0.0
CSc1ccc(S(=O)(=O)NCCOc2ccccc2C)cc1	-3	9	-14	1.2%	-7	-31*	-4%	-4	0.5
COc1ccc2nc(NC(=O)c3cccc(-c4cc5ccccc5oc4=O)c3)sc2c1	0	2	-15	7.2%	-7	-33*	-4%	-2	1.1
CCOC(=O)CNC(=O)Cn1cnc2c(nnn2-c2ccccc2)c1=O	0	2	5	?	1	-8	-9%	14	0.2
CC(C)(CNC(=O)CCC1CCCC1)CNC(=O)CCC1CCCC1	-14	2	-4	3.1%	1	0	-15%	0	0.2
Cc1cccc(-n2nc(C)cc2N)c1	-4	3	6	4.7%	-1	6	-16%	-2	-0.8
COc1ccc(C2=NN(CN3C(=O)C(=O)c4ccccc43)C(c3cccc([N+](=O)[O-])c3)C2)cc1 (configuration not stated)	-2	3	-8	2.3%	3	6	5%	-5	0.0
C=CCOc1cccc(C(=O)/C=C2/C(=O)Nc3ccccc32)c1	-5	0	?	0.0%	-4	-28	?	9	0.6
COC(=O)C1=C(C(=O)OC)C2C(C)=CC(C)=CN2C(C(=O)OC)=C1C(=O)OC (configuration not stated)	4	0	-3	3.2%	2	5	35%[activator]	7	-0.4
Cc1ccc2c(c1)C(c1ccccc1)N(C(=O)C(C)C)CC(=O)N2 (configuration not stated)	2	3	nt	-0.1%	-9	-1	-9%	3	-0.1
O=C(NCc1ccncc1)C(=O)NCC1OCCN1S(=O)(=O)c1ccc(Cl)cc1 (configuration not stated)	-2	2	1	0.5%	-4	2	-15%	-18	-0.1
Brc1cccc(CN2CCCCCC2)c1	3	3	-15	1.2%	1	-14	?	-12	0.5
COc1ccc(CC(=O)N2CCCc3ccccc32)cc1OC	3	5	1	0.7%	-6	-17	-2%	-6	0.0
O=C(/C=C/c1cccc([N+](=O)[O-])c1)OC1CCCCC1=O (configuration not stated)	-1	0	-7	-1.0%	-3	5	-11%	1	0.8
O=C(O)CCn1c(SCCOc2ccccc2)nc2ccccc21	5	2	7	-1.0%	15	3	-7%	nt	0.1
O=C(COC(=O)c1cc(=O)[nH]c2ccccc12)NC(=O)c1ccccc1	6	2	4	18%	0	3	nt	-7	1.0
COc1ccc(NCc2cc(=O)[nH]c3ccccc23)cc1	-9	0	-17	0.7%	2	10	0%	4	-1.6
CN(Cc1ccccc1)c1nc2c(c(=O)[nH]c(=O)n2C)n1CCCc1ccccc1	-4	0	-11	2.9%	3	21	-7%	2	0.7
Cc1ccc(C)c2c1cc(C)c1nnc(SCC(=O)Nc3nc4c(s3)CCCC4)n12	-5	-1	-6	-0.4%	-7	-17	1%	10	-0.8
CC(C)OCCCN1CN(S(=O)(=O)c2ccc(Cl)cc2)c2nc3ccccc3nc21	1	-1	-2	-0.7%	1	7	-21%	3	0.5
CCOC(=O)Cn1nnnc1C(C(C)C)N(Cc1cccs1)Cc1cc2cc(C)ccc2[nH]c1=O (configuration not stated)	13	6	-4	8.2%	2	27	?	-2	0.9
COc1ccc(S(=O)(=O)N2CCN=C2SCc2cccc(C)c2)cc1	-2	29	0	-0.5%	-3	-19	12%	-4	2.7
O=C(O)c1ccccc1NCc1ccncc1	-2	3	-19	1.5%	0	-3	-7%	-8	0.3
COc1ccc(NC(=O)CN(C)C(=O)c2ccc(S(=O)(=O)Nc3ccccc3F)cc2)cc1	-1	-2	-1	-1.0%	-2	3	nt	-2	-0.5

An excerpt from above in order of their number in TRHR PAM, largest number first.
structure	TRHR PAM	D1 ag	RXFP1 antagonist	RXFP1 ag	D1 potentiator	D1 antagonist	Apoferritin bind	D2 PAM	TRHR agonist
Cc1cc2ccccc2n1CCNC(=O)COc1ccccc1	2	3	2	6.0%	-7	-18	-15%	-18	0.6
COc1ccc2nc(NC(=O)c3cccc(-c4cc5ccccc5oc4=O)c3)sc2c1	0	2	-15	7.2%	-7	-33*	-4%	-2	1.1
COc1ccc(NCc2cc(=O)[nH]c3ccccc23)cc1	-9	0	-17	0.7%	2	10	0%	4	-1.6

Laid out differently: entries from further up.
SMILES,TRHR PAM,D1 ag,RXFP1 antagonist,RXFP1 ag,D1 potentiator,D1 antagonist,Apoferritin bind,D2 PAM,TRHR agonist
Cc1cccc(-n2nc(C)cc2N)c1,-4,3,6,4.7%,-1,6,-16%,-2,-0.8
COc1ccc2nc(NC(=O)c3cccc(-c4cc5ccccc5oc4=O)c3)sc2c1,0,2,-15,7.2%,-7,-33*,-4%,-2,1.1
CCOC(=O)Cn1nnnc1C(C(C)C)N(Cc1cccs1)Cc1cc2cc(C)ccc2[nH]c1=O (configuration not stated),13,6,-4,8.2%,2,27,?,-2,0.9
O=C(O)CCn1c(SCCOc2ccccc2)nc2ccccc21,5,2,7,-1.0%,15,3,-7%,nt,0.1
C=CCOc1cccc(C(=O)/C=C2/C(=O)Nc3ccccc32)c1,-5,0,?,0.0%,-4,-28,?,9,0.6
COC(=O)C1=C(C(=O)OC)C2C(C)=CC(C)=CN2C(C(=O)OC)=C1C(=O)OC (configuration not stated),4,0,-3,3.2%,2,5,35%[activator],7,-0.4
CC(C)(C)C(=O)COC(=O)C1CC(=O)N(c2ccccc2)C1 (configuration not stated),-5,2,-2,-0.2%,-4,-9,-5%,-6,0.0

Next part
SMILES	TRHR PAM	D1 ag	RXFP1 antagonist	RXFP1 ag	D1 potentiator	D1 antagonist	Apoferritin bind	D2 PAM	TRHR agonist
N#CC1=C(N)Oc2n[nH]c(-c3ccccc3)c2C1c1ccncc1 (configuration not stated)	6	0	-8	-0.5%	-4	-3	-15%	-4	0.2
O=C(NCc1ccccc1)C(c1ccccc1)N(C(=O)c1csnn1)c1ccc(F)cc1 (configuration not stated)	-4	2	2	4.4%	nt	3	-14%	nt	-0.5
O=C(c1ccccc1)c1c[nH]c(C(=O)NCc2cccnc2)c1	-5	0	-1	-0.3%	-1	-14	-8%	nt	-0.1
COc1ccc(NC2CCCN(C(=O)CCc3cccc(F)c3)C2)cc1 (configuration not stated)	6	0	-9	4.9%	-4	-1	-11%	-9	-0.1
CCCCCOc1ccc(C(=O)CCC(=O)NNC(=O)c2ccncc2)cc1	8	10	-9	1.2%	-7	-8	nt	5	-1.1
C=C(C)CN=c1scc(C)n1/N=C/c1ccco1	-6	0	4	-1.1%	-1	0	-22%	-4	-0.2
CCOc1ccc(-c2cccc(NS(=O)(=O)c3ccc(Cl)s3)c2)nn1	9	1	-8	4.6%	-2	-13	-17%	4	-0.7
COc1cc(Cl)ccc1OCc1cc(C(=O)NC2CCc3ccccc32)no1 (configuration not stated)	-3	13	-10	1.9%	2	7	-14%	-17	1.9
COC(=O)c1ccc(OCC(O)CNC2CCCC2)cc1 (configuration not stated)	8	5	1	1.7%	-3	-5	-12%	2	1.0
CC(=O)c1cccc(N/C=C\C(=O)c2ccc(C)cc2)c1	2	2	-2	-1.1%	-1	-2	-4%	-7	-0.3
CN(CC1CCCO1)S(=O)(=O)c1ccc(C(=O)Nc2nnc(-c3ccccc3)o2)cc1 (configuration not stated)	12	0	-2	-1.3%	-4	-15	-12%	-4	-0.1
CN(C)c1ccc(C2Nc3ccccc3C(=O)N2CCN2CCNC2=O)cc1 (configuration not stated)	6	2	-7	-2.5%	0	7	7%	15	-1.5
Cc1cccc(-c2cc(=O)c(C(=O)O)cn2-c2ccc(F)cc2F)c1	5	3	nt	-2.6%	-7	-40*	-2%	-2	-0.4
CCOC(=O)CCC(=O)N1CCOCCOCCN(C(=O)CCC(=O)OCC)CCOCC1	3	1	-12	1.1%	0	1	-13%	0	0.0
CC(Oc1ccccc1F)C(=O)Nc1ccc(-c2nc3ccccc3s2)cc1 (configuration not stated)	1	14	nt	-0.2%	0	9	-16%	-7	-0.7
COc1cccc(C(=O)COC(=O)C(C)N2C(=O)C3C4C=CC(C4)C3C2=O)c1 (configuration not stated)	4	6	-7	1.2%	0	-1	?	-1	-1.4
O=S(CC(O)COCc1ccc(Cl)cc1)c1ccccn1 (configuration not stated)	6	-1	2	0.2%	2	7	6%	4	0.4
Cc1ccc(Cl)cc1N1CCN(C(=O)C2CCN(S(=O)(=O)c3cccc4nonc34)CC2)CC1	-6	6	nt	-3.1%	0	-19	-12%	-5	3.5
COc1ccc(/C=N/NC(=O)c2cc3cc(OC)c(OC)cc3[nH]2)cc1	-6	3	-1	5.4%	-6	8	2%	1	-0.8
Cc1ccc(NC(=O)CSc2nc(=O)n(Cc3ccncc3)c3c2CCC3)cc1Cl	-3	0	nt	0.8%	9	nt	-13%	14	-0.4
CCCCCC(=O)Nc1nc(C)c(-c2csc(Nc3ccccc3OCC)n2)s1	-2	5	nt	2.2%	4	23	?	0	-0.1
CCOc1cc(C)c(C(C)C)cc1S(=O)(=O)n1ccc(C)n1	-2	1	?	0.1%	-2	-28	-1%	0	-0.7
O=C1CCC(C(=O)OCc2nnc(-c3ccc(Br)cc3)o2)=NN1	-5	1	3	0.6%	0	-8	nt	14	-0.4

Source: PubChem BioAssay

An excerpt, so the mix of outcomes need not match the whole.
